Screens as filed in PubChem.
PKA-R2B act – activates the human PKA-R2B holoenzyme complex; 0.079% of 340,000 active; activation, % at 11.4 µM; PKA-R2B holoenzyme dissociation, Cy5-IP20 fluorescence polarization; R2B truncated from residue 108, S112A mutant; 0% DMSO only, 100% 113 µM cGMP; P22694+P31323;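 active = activation above a cutoff set at the mean over all compounds plus 3 SD, cut at about 18% in these data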;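 also: higher means more holoenzyme dissociation and a rise in polarization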
RTF Ca sens inh – cardiac RTF calcium desensitization | P19429+P45379 | IANBD-labeled cardiac RTF, Ca2+ fluorescence | inhibition, % at 7.15 µM | 0.12% of 340,000 active;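 active = inhibition above the mean inhibition of all tested compounds plus 3 SD, cut at about 17% in these data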;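 also: assay run at fixed EC70 calcium of 1.6 mM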
DAGLB inhibitor – blocks human DAGLB lipase activity; inhibition, % at 5.17 µM; HEK293T DAGLB membrane lysate, EnzChek fluorogenic substrate; 0.059% of 340,000 active; in the data active = inhibition above about 34%;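 also: 0% = enzyme with vehicle and 100% = wells lacking enzyme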
PvdQ acylase – P. aeruginosa PvdQ acylase inhibition | purified PvdQ acylase, fluorescence plate reader | inhibition, % at 10 µM | 0.063% of 340,000 active | AID 488965; in the data active = inhibition above about 30%, passing the limit was not always enough;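 also: 0% = vehicle neutral wells and 100% = reference inhibitor wells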
SR-BI DiI-HDL act – enhances SR-BI lipid uptake from DiI-HDL | CHO ldlA[mSR-BI] cells, DiI-HDL uptake fluorescence, 3 h; 100 = double the neutral-control signal | activation, % at 12.5 µM | 0.096% of 320,000 active | AID 504775;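 active = mean replicate activation of at least 60% and every replicate at or above 60%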;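 also: 0% = median plate neutral-control signal and 100% = twice that signal; values of inactives mirror those of a sister screen read the other way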
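Test system: SR-BI-overexpressing, LDLR-lacking CHO cells; Medium: Ham's F12 with 0.5% BSA, HEPES 25 mM, pH 7.4; Schedule: 3 h, 37 °C; Technique: bottom-read fluorescence, 550/595 nm.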
C-LANA FP – inhibitors of KSHV LANA C-terminal domain DNA binding | MBP-C-LANA/FAM-LBS DNA binding, fluorescence polarization | inhibition, % at 9 µM | 0.078% of 340,000 active | AID 504423;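 active = highest replicate inhibition at or above 60% at 9 µM, even if other replicates fall short; inactive = all replicates below 60% inhibition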;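 also: 0% = neutral control wells and 100% = 4 µM acridine orange control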
NSD2 HMT inh – inhibitors of human histone methyltransferase NSD2. 0.54% of 310,000 active. NSD2 peptide methylation, AlphaScreen, 120 min. O96028. inhibition, % at 12.5 µM; in the data active = inhibition above about 50%
Target sequence (O96028 whole entry, looked up): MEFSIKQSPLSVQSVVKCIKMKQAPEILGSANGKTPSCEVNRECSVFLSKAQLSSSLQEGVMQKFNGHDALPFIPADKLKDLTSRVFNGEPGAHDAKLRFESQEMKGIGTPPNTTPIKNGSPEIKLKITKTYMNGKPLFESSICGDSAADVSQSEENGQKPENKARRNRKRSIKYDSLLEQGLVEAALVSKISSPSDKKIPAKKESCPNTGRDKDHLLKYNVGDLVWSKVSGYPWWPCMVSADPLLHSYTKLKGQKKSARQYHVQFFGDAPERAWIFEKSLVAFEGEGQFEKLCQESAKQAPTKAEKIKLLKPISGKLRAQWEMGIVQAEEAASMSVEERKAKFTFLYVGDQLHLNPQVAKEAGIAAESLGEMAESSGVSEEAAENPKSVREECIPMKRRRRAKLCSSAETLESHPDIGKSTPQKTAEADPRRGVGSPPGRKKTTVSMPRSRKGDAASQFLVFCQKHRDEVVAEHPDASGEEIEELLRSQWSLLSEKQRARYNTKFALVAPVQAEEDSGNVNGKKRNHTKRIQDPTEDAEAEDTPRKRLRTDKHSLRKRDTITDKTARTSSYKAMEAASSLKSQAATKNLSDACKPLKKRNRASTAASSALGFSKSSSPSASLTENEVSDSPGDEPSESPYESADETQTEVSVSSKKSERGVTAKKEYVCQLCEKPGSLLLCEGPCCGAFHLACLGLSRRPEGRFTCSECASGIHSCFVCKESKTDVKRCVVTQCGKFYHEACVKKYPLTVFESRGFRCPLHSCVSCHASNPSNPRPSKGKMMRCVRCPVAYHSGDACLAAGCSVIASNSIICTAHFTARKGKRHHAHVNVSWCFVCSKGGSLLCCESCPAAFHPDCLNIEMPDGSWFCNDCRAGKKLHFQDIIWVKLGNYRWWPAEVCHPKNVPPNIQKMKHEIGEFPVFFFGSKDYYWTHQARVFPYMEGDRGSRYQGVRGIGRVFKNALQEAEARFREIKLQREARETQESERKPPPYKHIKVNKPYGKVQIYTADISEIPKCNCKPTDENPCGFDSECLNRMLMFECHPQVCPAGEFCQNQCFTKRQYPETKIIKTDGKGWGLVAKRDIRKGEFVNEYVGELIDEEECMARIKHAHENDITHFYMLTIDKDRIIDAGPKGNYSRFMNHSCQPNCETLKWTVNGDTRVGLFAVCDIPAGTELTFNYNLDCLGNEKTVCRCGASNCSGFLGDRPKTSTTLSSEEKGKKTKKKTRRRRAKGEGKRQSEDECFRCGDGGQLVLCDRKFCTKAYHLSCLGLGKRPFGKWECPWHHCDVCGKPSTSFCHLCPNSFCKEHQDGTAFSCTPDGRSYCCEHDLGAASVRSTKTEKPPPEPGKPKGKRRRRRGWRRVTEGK
SR-BI DiI inh – inhibitors of mouse SR-BI mediated HDL lipid uptake; Q61009; inhibition, % at 12.5 µM; ldlA[mSR-BI] CHO cells, DiI-HDL uptake fluorescence, 3 h; 0.96% of 320,000 active;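 active = mean replicate inhibition of at least 70% and a set share of replicates each scoring 70 or more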;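 also: 0% = median of neutral control wells and 100% = median of positive control wells; values of inactives mirror those of a sister screen read the other way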
Arr AP2 block – human beta-arrestin and AP2 interaction inhibition | FITC-arrestin peptide / GST-AP2 beads, flow cytometry; AP2 beta2 appendage carries R879A mutation | inhibition, % at 10 µM | 0.31% of 340,000 active | AID 504490;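 active = inhibition above a set limit, near 3 SD of compounds lacking own fluorescence, cut at about 54% in these data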;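 also: plate controls were DMSO wells for no effect and 5 µM unlabelled arrestin peptide for full effect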
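System: GST-AP2 R879A glutathione beads | Also added: FITC-arrestin peptide, 50 nM | Times: 12 min plus 1 h, RT | Signal: Bead flow cytometry, FITC channel | Buffer or medium: PBS with 0.05% Tween 20 and 0.1% BSA | Read-out basis: Percent drop in bead-associated FITC signal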
Keap1 Nrf2 FP – disrupts human Keap1 binding to Nrf2 peptide. Q14145. Keap1 Kelch-Nrf2 peptide fluorescence polarization, 1536-well. inhibition, % at 9.4 µM. 0.15% of 340,000 active. AID 504523; in the data active = inhibition above about 12%;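 also: human Keap1 Kelch domain with fluorescein labeled Nrf2 9mer peptide probe; 0% = neutral control wells and 100% = peptide positive control; higher means more block of Keap1 binding to Nrf2 peptide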
Active calls of the source: *; / = not tested or not shown.

SMILES | PKA-R2B act | RTF Ca sens inh | DAGLB inhibitor | PvdQ acylase | SR-BI DiI-HDL act | C-LANA FP | NSD2 HMT inh | SR-BI DiI inh | Arr AP2 block | Keap1 Nrf2 FP
CC(C)=CCCC1=CCC(/C=N/NC(N)=O)C(C)C1 (configuration not stated) | -9 | -7 | -4 | 4 | 37 | 1.1 | -2 | -37 | 3 | -3
O=C(Nc1ccccc1Cl)c1ccc2c(=O)n3c(nc2c1)CCC3 | -4 | -1 | 5 | -18 | -15 | -0.4 | -1 | 15 | 1 | 1
Cc1cccn2c(=O)c3cc(S(=O)(=O)c4ccc(F)cc4)c(=N)n(Cc4ccco4)c3nc12 | -8 | -9 | -3 | -3 | -4 | 0.6 | 12 | 4 | -8 | -1
CCCc1ccc(NS(=O)(=O)c2c(C)oc(C)c2C(=O)OC)cc1 | -4 | 0 | -9 | -12 | -2 | -4.9 | -1 | 2 | 8 | -2
COc1cc(C2C(C(=O)C(C)(C)C)=C(O)C(=O)N2Cc2ccccc2)ccc1O (configuration not stated) | 2 | 4 | -1 | 6 | 46 | -0.4 | 1 | -46 | 29 | 3
CSc1nc2c(c(=O)[nH]c(=O)n2C)n1Cc1ccccc1Cl | -4 | -3 | 3 | 1 | 11 | 1.3 | -3 | -11 | -1 | 0
CC(=O)c1ccccc1OCCOc1ncnc2sccc12 | 7 | -8 | 2 | -15 | 1 | 1.0 | -5 | -1 | 15 | -4
Cc1cc(C(=O)Nc2ncn[nH]2)ccc1[N+](=O)[O-] | -3 | -10 | 1 | -1 | 22 | 0.9 | / | -22 | 3 | -3
COC(=O)c1cc(NC(=O)c2c(-c3c(Cl)cccc3Cl)noc2C)ccc1N1CCOCC1 | 9 | -15 | -3 | -12 | -13 | 0.2 | -5 | 13 | -5 | 3
COc1ccc2c(c1OC)C(=O)N1c3cccc(Cl)c3C(=O)OC21 (configuration not stated) | -5 | -9 | 1 | -5 | 12 | 0.3 | 0 | -12 | -1 | -3
Cc1ccc(S(=O)(=O)N2CCN(C(=O)CN3CCOCC3)C2c2ccccc2)cc1 (configuration not stated) | 1 | 1 | 5 | 12 | 16 | 0.2 | / | -16 | 7 | -3
Cc1ccc(C2=NC(C(F)(F)F)(C(F)(F)F)c3c(n(-c4ccc(F)cc4)c(=O)[nH]c3=O)N2)cc1 | 0 | -6 | 1 | -6 | 18 | 0.6 | 3 | -18 | -13 | 1
O=C(COc1ccccc1)OCC(=O)c1ccc(O)cc1O | -5 | -14 | -4 | 8 | 16 | 1.9 | -1 | -16 | 3 | -7
Cc1ccccc1OCC(=O)OCC(=O)c1ccc(OC(=O)c2ccccc2)cc1 | -2 | 2 | -3 | -11 | 14 | -1.1 | -1 | -14 | 7 | -2
CCCCC(NC(=O)COc1cc2c(c3oc(=O)cc(C)c13)CCC(C)(C)O2)C(=O)O (configuration not stated) | -1 | -12 | 0 | 11 | -2 | 2.0 | -2 | 2 | 17 | -2
COC(=O)CCC(=O)NC(=S)Nc1ccc(S(=O)(=O)N2CCCC2)cc1 | 2 | -7 | -1 | -16 | 13 | -0.3 | -2 | -13 | -2 | -1
COc1ccc(NC(=O)N/C=C/c2ccc(Cl)cc2)cc1 | 1 | -2 | 0 | -4 | -14 | -0.6 | -3 | 14 | -8 | -1
O=C(NNS(=O)(=O)c1ccc2ccccc2c1)C1CCN(Cc2ccccc2)CC1 | -12 | 13 | -2 | 11 | 12 | 1.3 | -1 | -12 | 25 | -1
Cc1ccc2c(c1)[nH]c1c(N3CCN(Cc4ccccc4)CC3)ncnc12 | 2 | -6 | -1 | -12 | -25 | 1.9 | 0 | 25 | -7 | -6
COc1ccc(NC(=O)CSCC(=O)N(C)CC(=O)Nc2c(C)cccc2C)cc1 | -5 | -5 | -2 | -14 | 22 | -0.4 | -1 | -22 | -2 | -2

2 entries picked at random from the list so far:
SMILES | PKA-R2B act | RTF Ca sens inh | DAGLB inhibitor | PvdQ acylase | SR-BI DiI-HDL act | C-LANA FP | NSD2 HMT inh | SR-BI DiI inh | Arr AP2 block | Keap1 Nrf2 FP
COc1cc(C2C(C(=O)C(C)(C)C)=C(O)C(=O)N2Cc2ccccc2)ccc1O (configuration not stated) | 2 | 4 | -1 | 6 | 46 | -0.4 | 1 | -46 | 29 | 3
Cc1ccc(S(=O)(=O)N2CCN(C(=O)CN3CCOCC3)C2c2ccccc2)cc1 (configuration not stated) | 1 | 1 | 5 | 12 | 16 | 0.2 | / | -16 | 7 | -3

Further results.
SMILES | PKA-R2B act | RTF Ca sens inh | DAGLB inhibitor | PvdQ acylase | SR-BI DiI-HDL act | C-LANA FP | NSD2 HMT inh | SR-BI DiI inh | Arr AP2 block | Keap1 Nrf2 FP
O=C(CC1CCCC1)N1CCCC(Nc2cccc(F)c2)C1 (configuration not stated) | -7 | 3 | -2 | 1 | -20 | -3.6 | 0 | 20 | 12 | 1
Clc1ccc(N2N=C(c3cccs3)CC2c2ccco2)cc1 (configuration not stated) | -2 | 1 | -7 | -9 | -39 | 0.4 | -2 | 39 | -10 | -7
CC1(C)Cc2c(sc(NC(=O)Cc3ccccc3)c2C#N)CO1 | 4 | -1 | -1 | -8 | -6 | -1.7 | -2 | 6 | -4 | 1
O=C(OCc1cc(=O)n2c(n1)sc1ccccc12)c1ccc2c(=O)n3c(nc2c1)CCC3 | -3 | 2 | 3 | -9 | 8 | 0.8 | -1 | -8 | -13 | -5
Cc1sc(NC(=O)CCC(=O)O)c(C#N)c1C | 1 | 1 | -4 | -2 | 16 | -1.0 | -2 | -16 | -19 | 2
COc1ccc(-c2sc3ccccc3c2-c2ccc(O)cc2)cc1 | -2 | -5 | 2 | -4 | -16 | -1.3 | / | 16 | -7 | -1
Cc1nc2cc(NC(=O)c3ccc(S(=O)(=O)N(C)c4ccccc4)cc3)ccc2o1 | -7 | -5 | -2 | -12 | / | -0.8 | 0 | / | 10 | -1
Cc1cc(C)n2[nH]c(=O)c(N=Nc3cccc(Cl)c3)c2n1 | 7 | -5 | 3 | -1 | 23 | 0.8 | 3 | -23 | 90* | 2
CCOC(=O)c1ccc(N2CN=C3SCC(=O)N3C2)cc1 | 3 | -9 | 1 | -7 | / | 0.4 | -3 | / | -1 | -3
O=C(N/N=C/c1cccs1)c1n[nH]c2c1CCCC2 | -8 | 1 | -2 | -14 | 1 | 0.1 | / | -1 | -3 | -6
CCOC(=O)[C@H]1[C@H]2COc3ccc(Cl)cc3[C@@H]2N2C(=O)c3cc(C)ccc3NC(=O)[C@@]12C | 3 | 0 | 0 | -11 | 5 | 0.2 | / | -5 | -4 | -5
CSc1ccc(C#N)cc1NC(=O)c1ccc(Cl)cc1 | 3 | -3 | -4 | 4 | -17 | 0.6 | -1 | 17 | 18 | -1
CCCCOc1ccc(Nc2nc(C)cc(C)c2C#N)cc1 | 2 | -4 | -1 | -8 | -31 | 0.4 | -1 | 31 | 1 | -6
COc1cc(C(=O)Nc2cc(S(=O)(=O)N3CCOCC3)ccc2N2CCOCC2)ccc1OC(F)F | -7 | -9 | 1 | 0 | 12 | 0.3 | -2 | -12 | -8 | 0
O=C(Cn1cnc2c(OCc3ccccc3)ncnc21)N1CCN(c2ccccn2)CC1 | -1 | -4 | -1 | 4 | 6 | 0.0 | / | -6 | 18 | 0
CC1(C)CC[C@]2(C(=O)n3ccnc3)CC[C@]3(C)[C@H](C(=O)C=C4[C@@]5(C)C=C(C#N)C(=O)C(C)(C)[C@@H]5CC[C@]43C)[C@@H]2C1 | -2 | 9 | 18 | 4 | 16 | -1.3 | -1 | -16 | 36 | -1
NS(=O)(=O)c1ccc(NCC2COc3ccccc3O2)c([N+](=O)[O-])c1 (configuration not stated) | 0 | 4 | 2 | -8 | -4 | -1.0 | -1 | 4 | 16 | -2
c1ccc(CN2CCc3[nH]c4ccccc4c3C2)cc1 | -2 | 3 | -3 | -9 | 5 | 0.5 | 3 | -5 | 10 | 0
CC(CC(=O)NCc1ccc(F)cc1)c1ccccc1 (configuration not stated) | 10 | -3 | -3 | -17 | 17 | -1.4 | -5 | -17 | -16 | -5
COc1ccccc1NS(=O)(=O)c1cc(NC(=O)c2ccc(=O)[nH]c2)ccc1N1CCOCC1 | -4 | -8 | -1 | -9 | 17 | 0.2 | 2 | -17 | 8 | -5
CN(Cc1ccccc1Cl)C(=O)C1CCC(=O)N(CCc2cccc(F)c2)C1 (configuration not stated) | 7 | -6 | -1 | -8 | -13 | 1.2 | 1 | 13 | -3 | 0
CCCCCCCCCCCCN1C/C(=C\C(=O)OCC)c2cc(C(F)(F)F)ccc2S1(=O)=O | -16 | 5 | -4 | 8 | 2 | -1.4 | / | -2 | 23 | 0
CC1CCCCN1Cc1ccc(-c2nn[nH]n2)cc1 (configuration not stated) | -2 | 2 | -2 | -11 | 21 | 0.2 | 0 | -21 | 9 | 1
COc1cc(C)c(CN2CCSCC2)cc1C | 4 | -8 | -4 | -6 | -1 | -2.3 | 2 | 1 | 24 | -3
Cc1cc(NC(=O)c2cccnc2Cl)ccc1NC(=O)c1cc2ccccc2o1 | 1 | -27 | 0 | -11 | -77 | 1.2 | -1 | 77* | 1 | -6
CN(C)C(CNC(=O)c1ccc(S(=O)(=O)Nc2ccccc2F)cc1)c1ccccc1 (configuration not stated) | -12 | -7 | -1 | 4 | 27 | 0.3 | -2 | -27 | 2 | -1
CC1(C)C(=O)OC(C(=O)c2ccccc2)C2(CCCCC2)C1=O (configuration not stated) | -8 | -7 | -3 | -5 | -20 | 1.5 | -1 | 20 | 3 | -1
Cc1cc(Cl)ccc1OCC(=O)Nc1ccccc1N1CCOCC1 | 3 | -17 | -11 | -13 | -14 | -1.7 | -1 | 14 | -11 | -5
Cc1ccc(C)c(NC(=O)CN(C)S(=O)(=O)c2ccccc2)c1 | -3 | -3 | 0 | -1 | 31 | 0.7 | 0 | -31 | 2 | -1
O=c1cc(CSc2nnc(-c3ccco3)o2)c2ccccc2[nH]1 | 9 | -9 | 2 | -13 | 4 | 0.3 | 2 | -4 | -12 | -3
CCOC(=O)c1ccc(CNC(=O)Cn2nnc(-c3ccccc3)n2)o1 | -1 | 13 | -1 | 7 | 7 | 1.3 | -1 | -7 | 49 | 2
CCN(C(=O)COC(=O)/C=C/c1ccccc1Cl)c1c(N)n(Cc2ccccc2)c(=O)[nH]c1=O | -10 | -20 | 0 | 5 | -23 | / | -3 | 23 | 17 | /
COc1ccc(C(CNC(=O)Cc2c(F)cccc2Cl)N2CCCCC2)cc1 (configuration not stated) | -1 | -6 | 2 | -5 | 32 | 0.6 | 1 | -32 | -19 | 1
S=c1[nH]nc(COc2ccccc2)n1/N=C/c1cccs1 | -8 | -16 | 7 | -3 | -4 | 1.1 | 5 | 4 | -19 | 1
CCCC[C@@H]1CNC(=O)C(=O)N1CCCc1cc(OC)c(OC)c(OC)c1 | -17 | -3 | -2 | -26 | 17 | -4.5 | / | -17 | 4 | -7

Individual results from the entries so far.
Cc1cc(Cl)ccc1OCC(=O)Nc1ccccc1N1CCOCC1 @ RTF Ca sens inh: -17
CCN(C(=O)COC(=O)/C=C/c1ccccc1Cl)c1c(N)n(Cc2ccccc2)c(=O)[nH]c1=O @ PKA-R2B act: -10
